Screening data from PubChem.
ERK EGF block: blocks ERK signaling stimulated by EGF | HEK293-V1b, EGF-stimulated phospho-ERK AlphaScreen | Potency, µM (highest dose often 11.5 µM), for the others: at the top dose activity change, negative = inhibition, actives largely listed as inhibitors | 130,000 tested, 0.41% active | AID 1454; active means well fitted inhibition curve with a large enough effect; inconclusive means small, poorly fitted or top-dose-only effect, or effect the other way;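 further: plate controls were stimulated vehicle wells for no effect and unstimulated vehicle basal for full effect; nearly all actives have a fitted effect of over 55% in size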
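HEK293 cells stably expressing V1b receptor, serum-reduced (1% FBS) overnight, got compound for 30 min at 37C, then 25 nM EGF for 5 min. Lysate phospho-ERK read by AlphaScreen SureFire; AC50 from Hill fits.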
The depositor's hits bear a star; ? = inconclusive; & = joins results of further samples; [ ] = another dose, or the depositor's remark. Potency means the concentration at half of the fitted maximal effect.

SMILES	ERK EGF block
C=CCNCC(=O)Nc1ccccc1SCC(=O)Nc1ccsc1C(=O)OC	4.0%
COc1cc(C(c2c(C)[nH][nH]c2=O)c2c(C)[nH][nH]c2=O)cc([N+](=O)[O-])c1O	-9.3%
COc1ccc(C)cc1-n1c(=O)c2ccccc2c2ccccc2c1=O	0.7%
Cc1cccc(N2C(=O)C(O)=C(C(=O)c3cccs3)C2c2ccccc2)n1 (stereo not drawn)	8.3%[57.5 µM]
Cc1nc(SCc2ccccc2)c([N+](=O)[O-])[nH]1	8.4%
O=[N+]([O-])c1ccc(C2Oc3ccccc3C3CC(c4ccccc4)=NN32)s1 (stereo not drawn)	5.2%
Cc1nc(NC(=S)NC(=O)c2cncc(Br)c2)ccc1Br	-8.2%
COCCN1CCn2c(nc3cc(NC(=O)Cn4nc(C)c5ccccc5c4=O)ccc32)C1	21.7%[57.5 µM]
O=S(=O)(Nn1c(O)c(C=C2N=c3ccccc3=N2)sc1=S)c1ccccc1	13.2%[57.5 µM]
O=C(/C=C/c1ccc(OC2CSC2)cc1)c1ccc(Cl)cc1	-12.7%
O=C1N(Cc2cccnc2)C[C@@H]2C[C@@H](c3ccc(C(F)(F)F)cc3)N3CCC[C@@]123	0.3%
Cc1c(Br)ccc(NC(=O)COc2ccccc2C(N)=O)c1C	5.5%
CCOc1cc(/C=N\NC(=O)OC)ccc1OC(=O)c1ccco1	-8.4%
CN(CC(=O)NC1CCCCCC1)S(=O)(=O)c1cnc[nH]1	-12.7%
Cc1ccc(C(=O)N/N=C\c2ccc(-c3ccc(Cl)c(Cl)c3)o2)cn1	17.8µM*

ERK EGF block, hit marks shown above.
SMILES	ERK EGF block
Cc1ccc(C(=O)N/N=C\c2ccc(-c3ccc(Cl)c(Cl)c3)o2)cn1	17.8µM*

Next section
SMILES	ERK EGF block
CCOc1ccccc1N=CC1=C(O)CC(c2ccccc2)CC1=O (stereo not drawn)	-6.5%
Cc1cccc(C(=O)NC(=S)Nc2ccc(N3CCOCC3)cc2)c1	-6.9%
Cc1ccc(C(=O)NCC(=O)O)s1	-10.2%
CCC(=O)Nc1cccc(NC(=S)NC(=O)c2ccc(Cl)cc2)c1	6.6%
Clc1ccc(Cn2ncc3c(NCc4ccccc4)ncnc32)c(Cl)c1	6.8%
COCCOC(=O)c1c(NC(=O)CNc2ccc(C)c(F)c2)sc(C(N)=O)c1C	-13.7%[57.5 µM]
CCNC(=O)n1cc(-n2cncn2)c(-c2ccccc2)n1	-7.1%
CC(=O)N/C(=C\c1ccc(F)cc1)C(=O)NC(C(=O)O)C(C)C (stereo not drawn)	5.4%
CC(=O)N1N=C(N)SC1c1cccc([N+](=O)[O-])c1 (stereo not drawn)	-4.3%
COCCOC(=O)C1=C(C)NC(=O)NC1/C=C/c1ccccc1 (stereo not drawn)	5.1%
CCCC(=O)NNC(=O)CC(=O)Nc1ccccc1C(=O)O	-8.6%[57.5 µM]
C/C(=N/NC(=O)c1ccoc1C)c1ccc(NC(=O)C2CCCC2)cc1	18.7%
O=C(OCc1cccnc1)C1=Cc2ccccc2OC1	-6.4%
CN(C)CCCOC(=O)c1sc2ccccc2c1Cl	5.2%
COc1ccc(/C(C)=N/OCC(=O)N=Nc2c(O)[nH]c3ccccc23)cc1	7.7%
CN(C)S(=O)(=O)c1ccc(/C(O)=C2/C(=O)C(=O)N(Cc3cccnc3)C2c2cccs2)cc1 (stereo not drawn)	-3.6%[57.5 µM]
O=C1/C(=C/c2cccnc2)CC/C1=C\c1cccnc1	-6.0%
O=C(NC1CCCCCC1)C(=S)N1CCOCC1	-3.1%
COc1ccc(N2CCN(C(=O)Cc3ccc(-n4c(=O)[nH]c5ccccc5c4=O)cc3)CC2)cc1	6.6%
O=C(Cn1c(CN2CCCCC2)nc2ccccc2c1=O)NC1CCCCC1	?
COc1cccc2c1CCC1=CC(=O)CC[C@@]12C	5.0%
O=C(COC(=O)COc1ccc2ccccc2c1)Nc1cc(C(F)(F)F)ccc1N1CCOCC1	8.1%
OCCNNC(=S)NC1CC2C=CC1C2 (stereo not drawn)	-7.4%[57.5 µM]
O=C(O)c1ccccc1-n1cccc1C(=O)O	-10.6%[57.5 µM]
O=S(=O)(NCCC(c1ccc(F)cc1)c1ccco1)c1ccccc1 (stereo not drawn)	3.5%
COCCCNC(=O)c1c[nH]c2ccc(S(=O)(=O)N3CCC(C)CC3)cc2c1=O	-6.0%[57.5 µM]
O=C(OCCN1CCOCC1)c1cccs1	6.3%[57.5 µM]
O=C(CN1C(=O)C2CCCCC2C1=O)OCC(=O)c1ccc(Cl)s1 (stereo not drawn)	-2.5%
c1cc2c(cc1-n1cnnn1)OCO2	-1.8%
COc1ccc(C)cc1NC(=O)C(OC(=O)CNC(=O)c1cccc(F)c1)c1ccccc1 (stereo not drawn)	1.3%
CSc1ncccc1C(=O)OCc1ccc(Br)cc1	0.4%
CC(=O)N(Cc1ccc(Br)cc1)c1cccc(C)c1C	-7.3%
CN(CCc1ccccn1)c1ccc([N+](=O)[O-])cn1	-11.4%[57.5 µM]
NC1=NC[C@H](Cc2ccc(O)cc2)N1CCc1cccc2ccccc12	7.3%[57.5 µM]
O=C(NCCO)Nc1ccc2nc(-c3ccco3)c(-c3ccco3)nc2c1	5.6%
CCCN1CNC(=S)N(c2ccc(C)cc2C)C1	-3.0%[57.5 µM]
COCCCNC(=O)c1ccc(NC(C)=O)cc1	3.3%
COc1cc(OC)cc(C(=O)NCC(=O)OCC(=O)c2cc(C)n(Cc3ccco3)c2C)c1	2.4%
CCOCCCNC(=O)c1ccc2c(=O)n(CCCOCC)c(=S)[nH]c2c1	0.7%
N[C@@H](CO)C(=O)O	0.0%&-7.6%
CCC1(CC)Cc2ccccc2C(=O)N1	-22.2%[57.5 µM]
O=C(CSCc1c(Cl)cccc1Cl)Nc1ccc2c(c1)OCCO2	-4.5%
COC(=O)Nc1ccc(S(=O)(=O)N2CCCC(C(=O)N3CC(C)OC(C)C3)C2)cc1 (stereo not drawn)	-4.7%[57.5 µM]
O=C(Nc1ccc(-c2csc(Nc3cccc(C(F)(F)F)c3)n2)cc1)c1ccccc1	?
COc1ccc(NC(=O)c2ccc3c(c2)NC(=O)CS3)cc1S(=O)(=O)Nc1ccc(Br)cc1	-5.9%
COc1ccc(NC(=S)N(CCN2CCOCC2)C2CCN(C(C)=O)CC2)cc1Cl	0.7%
COc1ccccc1OCC(=O)NCCSCc1ccccc1Cl	6.0%
O=C(Cn1c(=O)oc2ccccc21)Nc1n[nH]c(=S)s1	0.4%[57.5 µM]
Cc1c(NC(=O)/C(C#N)=C/c2ccc(-c3cccc(Cl)c3)o2)c(=O)n(-c2ccccc2)n1C	?
CSc1cccc(NC(=S)N(CCC(C)C)C2CCN(C(C)=O)CC2)c1	2.6%
S=c1[nH]nc(-c2cc(-c3ccsc3)n[nH]2)n1-c1cccc2ccccc12	-10.6%
O=C(c1cccc(S(=O)(=O)N2CCc3ccccc32)c1)N1CCN(c2ccccn2)CC1	?
O=C(Cn1ccc([N+](=O)[O-])n1)Nc1ccccn1	4.2%
COc1ccc(C(=O)NNC2=Nc3cccc4cccc2c34)cc1	4.7%
O=C(N/N=C/c1ccc(Cl)cc1)c1n[nH]c2c1CCCC2	-3.5%[57.5 µM]
O=C(CN1C(=O)C(=O)c2ccccc21)OCN1C(=O)c2ccccc2C1=O	-7.2%
CSc1ccccc1C(=O)Nc1ccccc1C	-12.1%
CC(=O)OCC1=C(C(=O)O)N2C(=O)[C@@H](NC(=O)CSc3ccncc3)[C@@H]2SC1	-3.2%[25.7 µM]
O=C(NCc1cccs1)C1CCCN1C(=O)Nc1cccc(Cl)c1 (stereo not drawn)	-3.9%
Cc1ccc(C(=O)Oc2ccc(N3C(=O)CCC3=O)c(C)c2)cc1	-6.0%

Among those listed so far, eight have two or more sulfur atoms.
SMILES	ERK EGF block
C=CCNCC(=O)Nc1ccccc1SCC(=O)Nc1ccsc1C(=O)OC	4.0%
O=S(=O)(Nn1c(O)c(C=C2N=c3ccccc3=N2)sc1=S)c1ccccc1	13.2%[57.5 µM]
CN(C)S(=O)(=O)c1ccc(/C(O)=C2/C(=O)C(=O)N(Cc3cccnc3)C2c2cccs2)cc1 (stereo not drawn)	-3.6%[57.5 µM]
COc1ccc(NC(=O)c2ccc3c(c2)NC(=O)CS3)cc1S(=O)(=O)Nc1ccc(Br)cc1	-5.9%
O=C(Cn1c(=O)oc2ccccc21)Nc1n[nH]c(=S)s1	0.4%[57.5 µM]
CSc1cccc(NC(=S)N(CCC(C)C)C2CCN(C(C)=O)CC2)c1	2.6%
S=c1[nH]nc(-c2cc(-c3ccsc3)n[nH]2)n1-c1cccc2ccccc12	-10.6%
CC(=O)OCC1=C(C(=O)O)N2C(=O)[C@@H](NC(=O)CSc3ccncc3)[C@@H]2SC1	-3.2%[25.7 µM]

More records.
SMILES	ERK EGF block
O=C(Cc1ccc(Cl)cc1)NC(=S)Nc1ccccc1N1CCOCC1	0.5%
O=C(COC(=O)c1ccc(S(=O)(=O)Nc2ccccc2)cc1)NCCC1=CCCCC1	-22.7%
CCOC(=O)c1c(NC(=O)N/N=C/c2ccc(O)c(OC)c2)sc(C(C)=O)c1C	?
CCOc1ccc(/C=C/C(=O)c2ccc(-c3ccccc3)cc2)cc1	-1.6%
COc1cc(/C=N/NC(=O)c2cnccn2)ccc1O	5.6%
CC(C)(O)C1CC[C@@]2(C)C3CCC4[C@@]5(C)CCCC(C)(C)C5C(O)C[C@]4(C)[C@]3(C)CC[C@@H]12 (stereo partly drawn)	14.8%
Cn1ccnc1SCC(=O)Nc1cc(S(=O)(=O)N2CCOCC2)ccc1Cl	6.9%
CC(=O)Nc1cc[n+](CC(=O)c2ccc(Cl)cc2)cc1	-1.6%[57.5 µM]
CCOC(=O)CCc1c(C)nc(-n2[nH]c(C)c(CCO)c2=O)[nH]c1=O	4.7%
CCCC(=O)N1CCN(c2ccc(NC(=O)c3ccc([N+](=O)[O-])o3)cc2Cl)CC1	3.4%
CC(NC(=O)CCC(=O)c1ccc(F)cc1)C1CC2CCC1C2 (stereo not drawn)	4.5%
CCC(O)CNC(=O)CCc1nnc(C2(c3ccc(Cl)cc3)CCC2)o1 (stereo not drawn)	2.4%
COCCCNC(NC(=O)c1ccc(OC)cc1)C(Cl)(Cl)Cl (stereo not drawn)	7.8%
Cc1ccc(-c2nc(NCC3CCCO3)sc2C)cc1 (stereo not drawn)	-4.2%
CCOc1ccc(NC(=O)c2ccco2)c([N+](=O)[O-])c1	-2.8%
Cc1ccc2c(Cl)cc(Cl)c(OCC(=O)Nc3ccc(C)c(S(=O)(=O)N(C)C)c3)c2n1	4.1%
O=C(N/N=C/c1cn[nH]c1-c1ccccc1)c1ccco1	-9.0%
Cc1ccc(/C=C/C(=O)c2ccc(O)cc2)cc1	3.9%[57.5 µM]
COC(=O)c1scc(C)c1NC(=O)/C=C/C(=O)O	-3.9%[57.5 µM]
Cc1cc(-c2csc(N)n2)c(C)n1Cc1ccco1	3.1%
CC(C)(C)C1(O)CC(C(F)(F)F)=NN1C(=O)CCCc1ccccc1 (stereo not drawn)	2.6%
COc1ccc(N2CCN(C(CNS(C)(=O)=O)c3ccco3)CC2)cc1 (stereo not drawn)	-2.1%
O=C(CSc1ccccc1F)NC(=O)NCc1ccco1	-9.5%
CCOc1ncccc1C(=O)OCc1ccc([N+](=O)[O-])cc1	0.0%
O=C(NC1CC1)C1CCCN1C(=O)NC1CCCCC1 (stereo not drawn)	-3.6%
Cc1ccc(S(=O)(=O)N2CCCOC2CNC(=O)C(=O)NCc2cccnc2)cc1 (stereo not drawn)	2.3%
Cc1nc2ccccn2c1C(=O)NN=C1C2CC3CC(C2)CC1C3	2.8%
Cc1ncc([N+](=O)[O-])n1Cc1cccc2ccccc12	5.8%
Cc1ccsc1/C=N/Nc1nc(=O)[nH]nc1C	-7.7%
Cc1cnc(C(=O)OCC(=O)N2c3ccccc3CC2C)cn1 (stereo not drawn)	-0.5%
CC(C)(C)OC(=O)C(Cl)(C(=O)OC(C)(C)C)c1ccc2nnnn2n1	-1.8%
O=C1NC2(CCCCC2)C(=O)N1Cc1ccc([N+](=O)[O-])cc1	-2.6%
COc1ccc(OC)c(S(=O)(=O)NC(N)=NCCc2ccccc2)c1	2.6%
O=C(c1ccc(Cl)c(S(=O)(=O)N2CCCC2)c1)N1CCN(c2ccccc2)CC1	0.8%
COc1ccc(NC(=O)Cc2ccc(-c3ccccc3)cc2)cn1	6.9%
O=C(CCCN1C(=O)/C(=C/c2cccs2)SC1=S)Nc1cccnc1	0.0%
CC1CCN(C(=O)COC(=O)CCc2c[nH]c3ccccc23)CC1	-1.6%
NC(=O)C1CCN(C(=O)/C=C/c2cccc(Br)c2)CC1	2.6%[57.5 µM]
Cc1cc(S(=O)(=O)N2CCCC2)ccc1OCC(=O)NC1CCCC1	-5.4%
CCOC(=O)/C=C1/N(C)c2ccccc2C1(C)C	7.5%[57.5 µM]
CCCCCCNc1cc(C)oc(=O)c1C(C)=O	-5.3%
O=C(NCCc1ccccc1)c1cc(=O)c2ccccc2o1	-12.9%
CN=c1scc(-c2cccs2)n1/N=C/c1ccc(O)c(O)c1O	?
O=C(NCCOc1ccccc1F)c1cc(F)c(F)cc1Cl	15.9%
O=C(NCCCCc1ccccc1)C1CC(c2ccccc2C(F)(F)F)=NO1 (stereo not drawn)	6.2%[57.5 µM]
O=C1C(=O)c2ccc(-c3ccccc3)cc2-c2ccccc21	4.8%
O=C(CC1C(=O)NCCN1CC(c1ccccc1)c1ccccc1)NC1CC1 (stereo not drawn)	-5.2%[57.5 µM]
COC(=O)c1ccc(NC(=S)NNC(=O)CC(C)C)cc1	7.9%
CC(=O)n1c(C=Nc2ccccc2)c(O)c2ccccc21	5.2%[57.5 µM]
O=C(NCCC1CC1(Cl)Cl)Nc1ccccc1 (stereo not drawn)	2.1%[57.5 µM]
Cc1ccccc1Cc1ccc(Cl)nn1	-1.3%
N#Cc1ccccc1S(=O)(=O)c1ccccc1C(=O)Nc1ccccc1	-5.1%
CC(C)C(=O)Nc1ccc(C(=O)NNC(=O)CCc2ccccc2)cc1	9.3%
COc1ccc(/C=N/OCC(=O)NCC(C)C)c(OC)c1	2.3%

Only part of the results is shown (hit frequency here may not be typical).
